CD40 NFkB inh: CD40 pathway inhibition in BL2 cells; BL2 NF-kB luciferase reporter, CD40L-induced, 4 h; inhibition, % at 10 µM; 83,000 compounds, 0.94% hits;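 active means mean inhibition of at least 50% with a set share of replicates also reaching that level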;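 further: 0% = neutral control wells and 100% = IKK inhibitor VII at 50 µM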
* marks the source's active call; other numbers are inactive results; & = joins results of further samples; [ ] = dose if it differs, or a comment. Only part of the results is shown; rates above refer to the full screens.

What do the screens show for `O=C(C[C@H]1CC[C@@H]2[C@H](COC[C@@H](O)CN2C(=O)Nc2cccc(F)c2)O1)NCCCN1CCOCC1`?
CD40 NFkB inh: -18.0[25 µM]

Results for Cc1nc(-c2c(-c3ccc(O)cc3O)noc2C(F)(F)F)cs1 ?
CD40 NFkB inh: 20.2

How did COc1ccc(NC(=O)c2c(NC(=O)CNCc3ccco3)sc3c2CCC3)cc1 do in these assays?
CD40 NFkB inh: -2.2

Results for CCOCCOC(=O)C(C)Oc1ccc(Oc2nc(Cl)ccc2Cl)cc1 (stereo unspecified) ?
CD40 NFkB inh: 7.1

How did CCN(CC)CCOc1ccc(Br)cc1 do in these assays?
CD40 NFkB inh: 0.8

How did O=[N+]([O-])c1ccc(N2CCOCC2)cc1SCc1ccco1 do in these assays?
CD40 NFkB inh: 17.8

Results for COCC(=O)N1[C@H](CO)[C@@H]2c3ccccc3N(C(=O)Nc3cc(F)ccc3F)C[C@@H]21 ?
CD40 NFkB inh: -2.8[25 µM]

How did CC(C)CC#Cc1ccc([C@@H]2[C@H]3CN(C(=O)c4ccccn4)CC(=O)N3[C@H]2CO)cc1 do in these assays?
CD40 NFkB inh: -7.3[25 µM]

How did O=C(Nc1cc(S(=O)(=O)N2CCCCC2)ccc1N1CCCCC1)C1CC1 do in these assays?
CD40 NFkB inh: 13.3

Results for Cc1noc(C)c1S(=O)(=O)N(C)C[C@@H]1OCCCC[C@@H](C)Oc2ccc(NS(=O)(=O)c3cn(C)cn3)cc2C(=O)N([C@H](C)CO)C[C@@H]1C ?
CD40 NFkB inh: -3.9[25 µM]

Results for CCOc1ccc(CCNC(=O)CN(C)S(=O)(=O)c2cccs2)cc1OCC ?
CD40 NFkB inh: -8.6

How did C[C@@H]1CCCCO[C@@H](CN(C)C(=O)Nc2ccc(C(F)(F)F)cc2)[C@@H](C)CN([C@H](C)CO)C(=O)c2cc(NS(=O)(=O)c3cn(C)cn3)ccc2O1 do in these assays?
CD40 NFkB inh: -3.7[25 µM]

How did COc1cc(NC(=O)COC(=O)CC(C)(C)C)c(C)cc1[N+](=O)[O-] do in these assays?
CD40 NFkB inh: -33.3

How did CCC(=O)N1CC2(CCN(Cc3ccc(Cl)cc3)CC2)c2c(n(C)c3cc(OC)ccc23)[C@H]1CO do in these assays?
CD40 NFkB inh: 4.6[25 µM]

Results for COCc1cc(=O)[nH]c(SC)n1 ?
CD40 NFkB inh: 10.3

What do the screens show for `Nc1cccc([N+](=O)[O-])c1`?
CD40 NFkB inh: 28.4

Results for CCCC(=O)Nc1ccc2c(c1)OC[C@@H](C)N(C(=O)c1cccnc1)C[C@H](C)[C@H](OC)CN(C)C2=O ?
CD40 NFkB inh: -18.6[25 µM]

How did CC(=O)Nc1nc(C(=O)O)cs1 do in these assays?
CD40 NFkB inh: 6.1

How did Cc1ccc(-n2cccn2)c(CN2CCC(CO)(CCc3ccccc3)CC2)c1 do in these assays?
CD40 NFkB inh: 8.8

How did Cc1cccc(N2CCN(C(=O)c3ccccn3)CC2C)c1 (stereo unspecified) do in these assays?
CD40 NFkB inh: 20.4

Results for COc1ccc(N2CCN(C(=S)NCc3ccccc3)CC2)cc1 ?
CD40 NFkB inh: -46.2

How did COc1cccc(-c2ccc(C3[C@@H]4CN(C(=O)c5ccc(F)cc5)C[C@H]3N4)cc2)c1 (stereo partly specified) do in these assays?
CD40 NFkB inh: -3.9[25 µM]

Results for CC1CN(C)C(C)C/C1=N/Oc1ccccc1[N+](=O)[O-] (stereo unspecified) ?
CD40 NFkB inh: 8.8

What do the screens show for `O=C(CC(F)(F)F)N1C[C@H]2[C@@H](c3ccccc31)[C@@H](CO)N2C(=O)C1CCCCC1`?
CD40 NFkB inh: -9.1[25 µM]

What do the screens show for `CCOC(=O)CCC(=O)Nc1cccc([N+](=O)[O-])c1`?
CD40 NFkB inh: -8.6

Results for COC(=O)[C@H](C)NC(=O)Nc1ccc(S(N)(=O)=O)cc1 ?
CD40 NFkB inh: 13.7

Results for CSc1nc(N2CCOCC2)c2c(c1C#N)CC(C)(C)OC2 ?
CD40 NFkB inh: 7.4

What do the screens show for `CN1CCN(S(=O)(=O)c2ccc(NC(=O)c3ccco3)cc2)CC1`?
CD40 NFkB inh: -0.2

What do the screens show for `COc1ccc(CNC(=O)c2cccnc2SC)cc1OC`?
CD40 NFkB inh: 7.5

Results for C[C@@H]1CN([C@@H](C)CO)C(=O)CCCn2nncc2CO[C@@H]1CN(C)S(=O)(=O)c1ccc2ccccc2c1 ?
CD40 NFkB inh: 11.5[25 µM]

5 compounds already listed, arranged by molar mass, smallest number first.
Results for CC1CN(C)C(C)C/C1=N/Oc1ccccc1[N+](=O)[O-] (stereo unspecified) ?
CD40 NFkB inh: 8.8

Results for COC(=O)[C@H](C)NC(=O)Nc1ccc(S(N)(=O)=O)cc1 ?
CD40 NFkB inh: 13.7

Results for COc1ccc(N2CCN(C(=S)NCc3ccccc3)CC2)cc1 ?
CD40 NFkB inh: -46.2

How did COc1cccc(-c2ccc(C3[C@@H]4CN(C(=O)c5ccc(F)cc5)C[C@H]3N4)cc2)c1 (stereo partly specified) do in these assays?
CD40 NFkB inh: -3.9[25 µM]

What do the screens show for `O=C(CC(F)(F)F)N1C[C@H]2[C@@H](c3ccccc31)[C@@H](CO)N2C(=O)C1CCCCC1`?
CD40 NFkB inh: -9.1[25 µM]

The listing picks up; the 4 compounds before the break are reprinted first.
Results for CSc1nc(N2CCOCC2)c2c(c1C#N)CC(C)(C)OC2 ?
CD40 NFkB inh: 7.4

What do the screens show for `CN1CCN(S(=O)(=O)c2ccc(NC(=O)c3ccco3)cc2)CC1`?
CD40 NFkB inh: -0.2

What do the screens show for `COc1ccc(CNC(=O)c2cccnc2SC)cc1OC`?
CD40 NFkB inh: 7.5

Results for C[C@@H]1CN([C@@H](C)CO)C(=O)CCCn2nncc2CO[C@@H]1CN(C)S(=O)(=O)c1ccc2ccccc2c1 ?
CD40 NFkB inh: 11.5[25 µM]

What do the screens show for `Cc1cc(-c2csc(NC(=O)c3ccc(=O)[nH]c3)n2)c(C)n1Cc1ccccc1`?
CD40 NFkB inh: 9.9

What do the screens show for `COc1ccc(C(CNC(=O)c2ccc(NS(=O)(=O)c3ccc(F)c(C)c3)cc2)N(C)C)cc1` (stereo unspecified)?
CD40 NFkB inh: -5.2

How did C=CCN1CCc2c(cc(O)c(O)c2Br)[C@@H](c2ccccc2)C1 do in these assays?
CD40 NFkB inh: -27.9[25 µM]

How did O=C(COC(=O)/C=C/c1cccc(C(F)(F)F)c1)NC1CCCCCC1 do in these assays?
CD40 NFkB inh: 5.8

What do the screens show for `COc1ccc(S(=O)(=O)NCCc2ccccc2)c2cccnc12`?
CD40 NFkB inh: 5.0

How did C[C@@H]1CN([C@@H](C)CO)C(=O)CCCn2cc(nn2)CO[C@H]1CN(C)CC1CCCCC1 do in these assays?
CD40 NFkB inh: 12.3[25 µM]

Results for CCOC(=O)C1CCN(c2ncnc3cc(OC)c(OC)cc23)CC1 ?
CD40 NFkB inh: 2.4

What do the screens show for `CCCNc1ncnc2[nH]ncc12`?
CD40 NFkB inh: 10.0

How did O=C(NC1C2CC3CC(C2)CC1C3)c1ccc2c(c1)OCO2 (stereo unspecified) do in these assays?
CD40 NFkB inh: -17.4

Results for COC(=O)C[C@@H]1C[C@H]2c3cc(NC(=O)c4ccc5c(c4)OCO5)ccc3O[C@H]2[C@@H](CO)O1 ?
CD40 NFkB inh: -33.8[25 µM]

What do the screens show for `CC1CCN(CCCNC(=O)c2cc3c(=O)n(C)c4ccccc4c3n2C)CC1`?
CD40 NFkB inh: -2.7

How did O=C(C[C@H]1CC[C@@H]2[C@H](COC[C@@H](O)CN2CC2CCOCC2)O1)NCc1ccc(Cl)cc1 do in these assays?
CD40 NFkB inh: -1.8[25 µM]

How did CC(C)(C)NCC(O)c1cc(O)cc(O)c1 (stereo unspecified) do in these assays?
CD40 NFkB inh: -1.7

Results for CN(C)/C=N/S(=O)(=O)c1ccc(Cl)cc1 ?
CD40 NFkB inh: -0.6

How did O=C(c1ccccc1)N1CCC2(CC1)NCCc1[nH]cnc12 do in these assays?
CD40 NFkB inh: 5.0

Results for O=C(N/N=C/c1ccc(OC(=O)c2cccs2)cc1)c1ccc(F)cc1 ?
CD40 NFkB inh: -17.7

How did C[C@H]1CN([C@@H](C)CO)C(=O)c2cc(NC(=O)CCN3CCOCC3)ccc2O[C@H]1CN(C)C(=O)NC1CCCCC1 do in these assays?
CD40 NFkB inh: -5.6

What do the screens show for `CC(=O)N1CCOc2ccc(S(=O)(=O)NCCc3ccccc3)cc21`?
CD40 NFkB inh: -10.8

What do the screens show for `CCCC(C)C(=O)Nc1cc([N+](=O)[O-])ccc1Cl` (stereo unspecified)?
CD40 NFkB inh: 5.6

How did CCOC(=O)c1c(N=CN(C)C)c(C#N)n2c1CCC2 do in these assays?
CD40 NFkB inh: -2.5

Results for CCCC(=O)N1CC2(CN(Cc3nccs3)C2)c2c([nH]c3cc(OC)ccc23)[C@@H]1CO ?
CD40 NFkB inh: -13.7[25 µM]

What do the screens show for `Nc1cnn(Cc2ccc(F)cc2)c1`?
CD40 NFkB inh: 11.1

What do the screens show for `O=C(CCN1CCCCC1)N[C@@H]1CC[C@@H](CC(=O)N2CCC(Cc3ccccc3)CC2)O[C@@H]1CO`?
CD40 NFkB inh: -7.9[25 µM]

How did COc1ccc(C[C@H]2CCn3nncc3COC[C@@H](c3ccccc3)NC2=O)cc1 do in these assays?
CD40 NFkB inh: 1.3[25 µM]

How did COc1ccccc1-c1ccc2c(c1)[C@H]1[C@H](CCN1C(=O)C1CC1)[C@H](CO)N2 do in these assays?
CD40 NFkB inh: -13.8

Results for O=C(NCC1CCCO1)c1cc(S(=O)(=O)N2CCCCC2)ccc1Cl (stereo unspecified) ?
CD40 NFkB inh: 3.3

How did N#C[C@H]1[C@@H](c2ccccc2-c2cccc(F)c2)[C@@H](CO)N1C(=O)C1CCC1 do in these assays?
CD40 NFkB inh: 19.1[25 µM]

Results for O=c1[nH]cc(CN2CCOCC2)c(=O)[nH]1 ?
CD40 NFkB inh: 7.3

What do the screens show for `COc1ccccc1-c1ccc([C@H]2[C@@H](C#N)N[C@@H]2CO)cc1`?
CD40 NFkB inh: -17.7[25 µM]

How did COC(=O)c1c(NC(=O)CC2NCCNC2=O)sc2c1CCCC2 (stereo unspecified) do in these assays?
CD40 NFkB inh: -3.3

Results for Cc1onc(-c2c(F)cccc2Cl)c1C(=O)OCC(=O)NCc1ccco1 ?
CD40 NFkB inh: 6.4

How did CC(=O)N1CCN(C(=O)CCNS(=O)(=O)c2ccccc2)CC1 do in these assays?
CD40 NFkB inh: 6.6

How did O=C(C[C@H]1CC[C@H]2[C@@H](COC[C@H](O)CN2CC2CCOCC2)O1)NCC1CCCCC1 do in these assays?
CD40 NFkB inh: 1.0[25 µM]

Results for CCN(CC)S(=O)(=O)c1ccc(OC(C)C)c(N)c1 ?
CD40 NFkB inh: 3.3

Results for Cc1n[nH]c(C)c1S(=O)(=O)N1CCCC(C(=O)NCc2cccs2)C1 (stereo unspecified) ?
CD40 NFkB inh: 10.9

Results for O=C(COC(=O)CCc1ccc(S(=O)(=O)N2CCOCC2)cc1)NC1CCCC1 ?
CD40 NFkB inh: 7.6

How did COc1ccc2c3c(n(C)c2c1)[C@H](CO)N(Cc1ccccc1OC)CC31CN(C)C1 do in these assays?
CD40 NFkB inh: 0.4[25 µM]

What do the screens show for `CCN(CCCNC(=O)C1CCN(S(=O)(=O)CC)CC1)c1ccccc1`?
CD40 NFkB inh: 15.7

What do the screens show for `CN1c2ccc(-c3cccc(F)c3)cc2[C@@H]2[C@@H](CCN2C(=O)C2CC2)[C@H]1CO`?
CD40 NFkB inh: -97.1

How did O=C(Nc1ccc(C(F)(F)F)cc1)N1[C@@H]2CNC[C@H]1C2c1ccc(-c2ccccc2)cc1 (stereo partly specified) do in these assays?
CD40 NFkB inh: -2.8&0.4

What do the screens show for `CN(Cc1nc(Cc2ccccc2F)no1)CC1(N2CCOCC2)CCCCC1`?
CD40 NFkB inh: -3.3

Results for CCN(C(=O)CN1C(=O)NC(CCSC)C1=O)C1CCS(=O)(=O)C1 (stereo unspecified) ?
CD40 NFkB inh: 15.0

What do the screens show for `CCc1nc2ccc(C(=O)NC(C)(C)C)cn2c1N(CC)Cc1cccc(Br)c1`?
CD40 NFkB inh: 12.1

Results for O=C(Cc1ccccn1)N1CC2(C1)[C@H](c1ccccc1)[C@H](CO)N2C(=O)c1ccncc1 ?
CD40 NFkB inh: 1.9[25 µM]

Results for O=C(NCCc1cccs1)C1CC1 ?
CD40 NFkB inh: 10.9

How did O=C(NC1CCCC1)C(c1ccncc1)N(Cc1ccco1)C(=O)c1ccc(-c2ccccc2)[nH]1 (stereo unspecified) do in these assays?
CD40 NFkB inh: -45.8

Results for CCOCC(O)CNc1ccccc1 (stereo unspecified) ?
CD40 NFkB inh: -0.1

What do the screens show for `O=C(CCc1nc(-c2ccc(Cl)cc2)no1)OCc1ccc(Br)cc1`?
CD40 NFkB inh: -17.9

Results for CC(C)[C@H](NC(=O)c1ccco1)C(=O)OCC(=O)N1CCc2ccccc21 ?
CD40 NFkB inh: -6.6

Results for COc1cc(CN2C[C@@H]3N[C@H](C2)C3c2ccc(-c3cccc(OC)c3)cc2)cc(OC)c1 (stereo partly specified) ?
CD40 NFkB inh: -2.1&-28.8[25 µM]

Results for C[C@H]1CN([C@@H](C)CO)C(=O)c2ccccc2-c2ccccc2CO[C@H]1CN(C)CC1CC1 ?
CD40 NFkB inh: 1.3[25 µM]

How did COc1ccc(N2CCN(C(=O)COC(=O)CCc3ccccc3)CC2)cc1 do in these assays?
CD40 NFkB inh: 8.7

How did O=C(O)CN1C(c2ccccc2O)Nc2ccc(Br)cc2C1c1ccccc1 (stereo unspecified) do in these assays?
CD40 NFkB inh: -1.6

Results for OC[C@H]1[C@@H](c2ccccc2)C2(CN(CCC(F)(F)F)C2)N1Cc1cncnc1 ?
CD40 NFkB inh: -13.0[25 µM]

What do the screens show for `CSc1nnc(-c2sccc2OCc2ccccc2)n1C`?
CD40 NFkB inh: 1.5

Results for CCOCCCNC(=O)C1CCCN(S(=O)(=O)CC)C1 (stereo unspecified) ?
CD40 NFkB inh: 6.2

What do the screens show for `N#C[C@@H]1[C@H](c2ccccc2)[C@H](CO)N1S(=O)(=O)c1ccc(-c2ccccc2)cc1`?
CD40 NFkB inh: 20.6[25 µM]

Screening data: PubChem, Broad Institute
